AMA1 RON2 block = inhibitors of Plasmodium falciparum AMA1-RON2 interaction | AlphaScreen AMA1-biotinylated RON2 peptide binding | Potency, µM (doses to about 58.2 µM), for the others: at the highest dose activity change, negative = inhibition, most hits filed as inhibitors | 360,000 tested, 0.2% active;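 further: potency means the concentration at half of the fitted maximal effect; 0% = vehicle wells and -100% = peptide control; nearly all actives have a fitted effect of over 45% in size; some results filed as inactive show a strong effect at the top dose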
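AMA1 (3D7) with his tag at 25 nM final met compounds first, then biotinylated RON2 peptide at 25 nM; detection used donor plus acceptor beads, 10 µg/mL apiece, read by AlphaScreen after 30 min at room temperature.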
LmPK inhibitor = LmPK (Leishmania mexicana) enzyme inhibition; purified LmPK, Kinase-Glo ATP luminescence, 1 h; 290,000 tested, 0.37% active; Q27686; AID 1721; Potency, µM (titrated, usually from 57.5 µM), for the others: top-dose activity change, negative = inhibition, most hits filed as inhibitors; further: potency means the concentration at half of the fitted maximal effect; on the % scale 0 is the no-effect control and ±100 the full control effect
Target sequence (Q27686 whole entry, looked up): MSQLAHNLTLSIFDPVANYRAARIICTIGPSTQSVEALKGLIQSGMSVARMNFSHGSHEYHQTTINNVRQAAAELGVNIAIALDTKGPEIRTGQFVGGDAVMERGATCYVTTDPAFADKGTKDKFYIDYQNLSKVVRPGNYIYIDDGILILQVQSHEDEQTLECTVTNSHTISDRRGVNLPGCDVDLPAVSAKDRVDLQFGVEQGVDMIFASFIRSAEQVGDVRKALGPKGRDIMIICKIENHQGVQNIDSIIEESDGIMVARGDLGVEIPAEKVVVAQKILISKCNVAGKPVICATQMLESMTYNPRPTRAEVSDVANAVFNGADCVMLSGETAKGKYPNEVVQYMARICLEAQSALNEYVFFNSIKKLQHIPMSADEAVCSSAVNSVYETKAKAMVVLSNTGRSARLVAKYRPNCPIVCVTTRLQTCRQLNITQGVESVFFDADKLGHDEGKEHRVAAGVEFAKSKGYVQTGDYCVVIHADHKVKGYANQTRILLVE
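Screened at intermediate enzyme activity to detect both inhibitors and activators: LmPK at 0.1 nM, with a 0.5 nM enzyme column as activation reference. PEP 0.5 mM, ADP 0.1 mM; ATP detected by luminescence after 1 h.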
Tb PYK inh = blocks Trypanosoma brucei pyruvate kinase. TbPYK enzyme, Kinase-Glo Plus ATP luminescence, 45 min. Q57TT1. 410,000 tested, 0.12% active. Potency, µM (series often up to 76.8 µM), for the others: top-dose activity, negative = inhibition, most hits filed as inhibitors; further: potency means the concentration at half of the fitted maximal effect; on the % scale 0 is the no-effect control and ±100 the full control effect; nearly all actives have a fitted effect of over 50% in size
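Screened from lowest to highest concentration, compounds were pinned into TbPYK/substrate mixtures, and ADP (130 uM final) was added. Plates sat at room temperature for 45 min prior to Kinase-Glo Plus detection by luminescence.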
Pf growth 96h = inhibits malaria parasite growth, 96 h; Potency, µM (top dose mostly 28.7 µM), inactives show at the top dose activity change, negative = inhibition, actives largely listed as inhibitors; P. falciparum luciferase reporter growth, 96 h; AID 504834; 320,000 tested, 6.9% active; further: potency means the concentration at half of the fitted maximal effect; on the % scale 0 is the no-effect control and ±100 the full control effect
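Compounds incubated with erythrocytes infected by luciferase-expressing P. falciparum (2% hematocrit, 0.05% parasitemia final) for 96 hours, 37 C in 5% CO2. Growth inhibition scored as decreased luciferase luminescence.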
Shiga inhibitor = blocks Shiga toxin action in Vero cells; 290,000 tested, 9.2% active; inhibition, % at 38.7 µM; Vero cells, Shiga toxin protein synthesis inhibition reporter; in the data active means inhibition mostly above about 28%, no sharp cut-off; inactive means mostly below about 43%; further: 0% is about no effect
Cycloheximide cs = counter-screen for Shiga toxin inhibitors: cycloheximide protein synthesis inhibition; cell reporter, cycloheximide protein synthesis inhibition counterscreen; AID 2314; 300,000 tested, 12% active; max response, %; in the data active means max response mostly above about 13%, no sharp cut-off; inactive means mostly below about 14%; further: read at 38.3 µM for the half of the compounds with a filed dose; 0% is about no effect
Pf growth 48h = P. falciparum growth inhibition at 48 hours (one generation); P. falciparum luciferase growth in erythrocytes, 48 h; Potency, µM (highest dose often 28.7 µM), inactives show top-dose activity change, negative = inhibition, hits mostly inhibitors; 310,000 tested, 5.9% active; further: potency means the concentration at half of the fitted maximal effect; on the % scale 0 is the no-effect control and ±100 the full control effect
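Luminescence readout; reporter = integrated firefly luciferase in P. falciparum. RBC culture at 2% hematocrit, 0.1% parasitemia final, 37 C/5% CO2; decreased signal taken as growth inhibition.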
* = called active by the depositor; ? = inconclusive; . = not tested or not shown; & = joins results of further samples; [ ] = another dose, or the depositor's remark. Unless noted, the call rests on the fitted dose curve; in most records, active means well fitted curve in the direction sought with a large enough effect; inconclusive means small, poorly fitted or top-dose-only effect, or another doubt; inactive means no such curve, though single readings can be large; an effect the other way counts as inactive or inconclusive.

The opening 4 records as a preview:
SMILES	AMA1 RON2 block	LmPK inhibitor	Tb PYK inh	Pf growth 96h	Shiga inhibitor	Cycloheximide cs	Pf growth 48h
CC(C)c1c(C(=O)N/N=C/c2ccc(-c3ccccc3)cc2)nnn1-c1nonc1N	-5%	-17%	2%	-23%	-5	-11	14%
COc1ccc(OC)c(NC(=O)COC(=O)C2CCC2)c1	-15%	.	2%	2%	.	.	-21%
O=C(COC(=O)CCNS(=O)(=O)c1ccc(Cl)cc1)Nc1ccccc1OC(F)F	2%	.	0%	22%	.	.	2%
CS(=O)(=O)c1ccc2nc(NC(=O)C3CC(=O)N(c4ccc(F)cc4)C3)sc2c1 (centres undefined)	-3%	5%	-10%	-25%	-4	-2	-5%

Results, from the first entry:
SMILES	AMA1 RON2 block	LmPK inhibitor	Tb PYK inh	Pf growth 96h	Shiga inhibitor	Cycloheximide cs	Pf growth 48h
CC(C)c1c(C(=O)N/N=C/c2ccc(-c3ccccc3)cc2)nnn1-c1nonc1N	-5%	-17%	2%	-23%	-5	-11	14%
COc1ccc(OC)c(NC(=O)COC(=O)C2CCC2)c1	-15%	.	2%	2%	.	.	-21%
O=C(COC(=O)CCNS(=O)(=O)c1ccc(Cl)cc1)Nc1ccccc1OC(F)F	2%	.	0%	22%	.	.	2%
CS(=O)(=O)c1ccc2nc(NC(=O)C3CC(=O)N(c4ccc(F)cc4)C3)sc2c1 (centres undefined)	-3%	5%	-10%	-25%	-4	-2	-5%
CC(C)CCn1nc(C(=O)OC(C)C(=O)NC(N)=O)c2ccccc2c1=O (centres undefined)	-7%	-2%	-7%	2%	23	-3	15%
CCN(CC(=O)NCc1ccc(F)cc1)CC(=O)Nc1cc(S(=O)(=O)N(C)C)ccc1C	28%	.	-3%	?	.	.	?
C=C1c2ccccc2NC(=O)N1c1ccc(C)cc1	0%	-6%	-1%	117%[activator]	21	25	.
O=C(O)CCC(=O)Nc1cccc(-c2csc(-c3ccccc3)n2)c1	10%	1%	-5%	50%[5.75 µM]	-16	3	8%
CC(=O)c1c[nH]c(C(=O)Nc2ccc(N3CCCCCC3)cc2)c1	-28%	.	-6%	8%	.	.	98%[activator]
O=C(CNC(=O)c1cccs1)NCC(=O)OCc1ccccc1Cl	-2%	0%	3%	71%[activator]	-6	4	42%[activator]
Cc1ccc(-c2csc3n[nH]c(=S)n23)cc1	108%[activator]	?	?	-2%	-15	-4	-4%
C=CCSc1nc2c(c(=O)[nH]c(=O)n2C)n1Cc1ccccc1	0%	0%	-2%	23%	-7	-4	29%
CC(CN1CCOCC1)OC(=O)Cc1ccc(Cl)cc1 (centres undefined)	-6%	4%	5%	?	2	11	52%[activator]
Cc1cc(C(=O)N/N=C/c2sc(N3CCOCC3)nc2-c2ccccc2)c(C)o1	2%	-3%	3%	?	18	-1	?
CN(C)C(=O)c1coc2nc3ccccc3nc12	11%	-12%	2%	71%[activator]	30	5	48%[activator]
CNc1oc(-c2cccs2)nc1C#N	-3%	-4%	2%	7%	16	1	41%[activator]
CCOc1ccc(CCNc2nc3ccccc3n3cnnc23)cc1OCC	-14%	2%	-2%	?	15	-2	?
Cc1c(NC(=O)CN(c2ccc(F)cc2)S(=O)(=O)c2ccccc2)c(=O)n(-c2ccccc2)n1C	1%	-7%	2%	?	-19	-4	-1%
COc1cc(S(=O)(=O)Nc2ccccc2)ccc1NC=O	-7%	12%	0%	.	-6	-4	-6%
CCN(CC)CCCN=C(C)c1c(O)n(-c2ccc(C)cc2)c(=O)[nH]c1=O	22%	-1%	3%	53%[activator]	-4	-2	0%

Grouped by structure, those above containing an aryl methoxy group.
SMILES	AMA1 RON2 block	LmPK inhibitor	Tb PYK inh	Pf growth 96h	Shiga inhibitor	Cycloheximide cs	Pf growth 48h
COc1ccc(OC)c(NC(=O)COC(=O)C2CCC2)c1	-15%	.	2%	2%	.	.	-21%
COc1cc(S(=O)(=O)Nc2ccccc2)ccc1NC=O	-7%	12%	0%	.	-6	-4	-6%

Remaining list, next part:
SMILES	AMA1 RON2 block	LmPK inhibitor	Tb PYK inh	Pf growth 96h	Shiga inhibitor	Cycloheximide cs	Pf growth 48h
CCN(CC)S(=O)(=O)c1ccc(C(=O)NCC2CCCCC2)cc1	9%	4%	0%	?	-7	19	-14%
COCCNC(=O)C(c1c[nH]c2ccccc12)N(C(=O)c1snc(C(N)=O)c1N)c1cccc(OC)c1 (centres undefined)	-10%	3%	0%	13%	-6	5	?
O=C(COc1ccc(F)cc1)Nc1nnc(S(=O)(=O)N2CCCC2)s1	1%	-1%	-4%&3%	-3%	-3	-3	-8%
CN(C)S(=O)(=O)N(CC(=O)Nc1ccc(S(=O)(=O)N2CCCC2)cc1)c1ccccc1	-2%	0%	-9%	-15%	-1	-3	-28%
O=C(O)C1C2C=CC(C2)C1C(=O)NCc1cccs1 (centres undefined)	0%	0%	-6%	4.1µM*	-4	-5	-1%
Cc1ccc(Nc2nnc(SC/C(O)=C(\C#N)c3nc4ccccc4[nH]3)s2)c(C)c1	96%[activator]	5%	-11%	?	11	0	?
O=C(NCCCN1CCCC1=O)C1CCCO1 (centres undefined)	-17%	1%	3%	-21%	3	-3	-1%
COc1cc2c(cc1NC(=O)CSc1cccc[n+]1[O-])oc1ccccc12	-8%	-1%	3%	-11%	17	7	20%
COC(=O)CCCC1=CC2=CC(=O)C(C)(OC(=O)c3cccs3)C(=O)C2=CN1CCc1c[nH]c2ccccc12 (centres undefined)	-8%	-6%[11.5 µM]	2%	10µM*	1	-2	8.3µM*
CCn1cc(C(=O)NCCCOC(C)C)c(=O)c2cc(S(=O)(=O)N3CCC(C)CC3)ccc21	-8%	6%	-3%	1µM*	-2	-6	?
Cc1cc(C(=O)OCC(=O)Nc2ccccc2[N+](=O)[O-])c2ccccc2n1	27%	-2%	-2%	6%	20	-4	?
Cc1coc2c1C(=O)C(=O)c1c-2ccc2c(C)cccc12	?	-2%	-18%	?	35*	18*	?
COc1cc(OC)nc(NC(=O)COC(=O)c2cccc(Cl)c2)n1	-10%	-1%	-1%	19%	-19	-2	-3%
Cc1cn2c(-c3ccncc3)nnc2s1	10%	3%	12%	?	-3	-2	57%[activator]
Cc1ccc(CNC(=O)CCn2nc(-c3ccc(Cl)cc3)ccc2=O)cc1	-4%	2%	1%	9%	-22	10	-7%
Cc1nc(SCC(=O)N(CC(C)C)C2CCS(=O)(=O)C2)c2c(C)c(C)sc2n1 (centres undefined)	-9%[11.6 µM]	.	5%	?	.	.	?
CN(c1nc2ccccc2[nH]c1=O)C1CCCCC1	-17%	-3%	-5%	?	13	9	?
Cc1cc(C)c(C)c(S(=O)(=O)Nc2ccc(C(N)=O)cc2)c1C	6%	-4%[11.5 µM]	-13%	13%	16	-3	14%
CC(=O)c1ccc(NC(=O)c2ccc(-n3cnnn3)cc2)cc1	-2%	.	-6%	?	.	.	?
COCCNC(=O)Cn1cnc2sc(C)c(S(=O)(=O)N3CCN(c4ccccc4OC)CC3)c2c1=O	-1%	-3%	-1%&3%	2%	-16	-7	-5%

2 of the compounds above, with two lines to a compound:
Below each compound: AMA1 RON2 block | LmPK inhibitor | Tb PYK inh | Pf growth 96h | Shiga inhibitor | Cycloheximide cs | Pf growth 48h
> Cc1nc(SCC(=O)N(CC(C)C)C2CCS(=O)(=O)C2)c2c(C)c(C)sc2n1 (centres undefined)
    -9%[11.6 µM] | . | 5% | ? | . | . | ?
> CN(c1nc2ccccc2[nH]c1=O)C1CCCCC1
    -17% | -3% | -5% | ? | 13 | 9 | ?

Given bar-delimited: part of the list above
molecule | AMA1 RON2 block | LmPK inhibitor | Tb PYK inh | Pf growth 96h | Shiga inhibitor | Cycloheximide cs | Pf growth 48h
COc1cc(OC)nc(NC(=O)COC(=O)c2cccc(Cl)c2)n1 | -10% | -1% | -1% | 19% | -19 | -2 | -3%
CC(=O)c1ccc(NC(=O)c2ccc(-n3cnnn3)cc2)cc1 | -2% | . | -6% | ? | . | . | ?

Continued.
SMILES	AMA1 RON2 block	LmPK inhibitor	Tb PYK inh	Pf growth 96h	Shiga inhibitor	Cycloheximide cs	Pf growth 48h
CCN(CC)S(=O)(=O)c1ccc(N2CCOCC2)c(NC(=O)c2c3c(nc4ccccc24)CCC3)c1	-4%	2%	-3%	4.7µM*	-3	-2	7.4µM*
O=C(NCc1ccccc1F)C1CCCN(C(=O)Nc2ccccc2)C1 (centres undefined)	5%	5%	6%	14%	7	6	-7%
CCN(CC)C(=O)c1cccc(NC(=O)c2ccccc2OCc2c(C)noc2C)c1	4%	.	2%	?	.	.	?
O=C(CCc1nc2sc3c(c2c(=O)[nH]1)CCCC3)Nc1cccc(Cl)c1	27%	.	4%	-1%	.	.	-1%
CCc1ccc(S(=O)(=O)N2CCCC(N3CCN(c4ccc(OC)cc4)CC3)C2)cc1 (centres undefined)	?	-9%	1%	14%	-6	-6	?
O=C(CCc1nc(-c2ccccc2F)no1)NC1CCN(Cc2ccccc2)CC1	8%	0%	2%	1%	1	-4	?
OC(CCN1CCOCC1)c1ccccc1 (centres undefined)	-8%	0%	0%	121%[activator]	-6	-1	75%[activator]
CC(C)CN(Cc1c(O)ccc2c(=O)c(-c3ccccc3)coc12)CC(C)C	-15%	0%	-11%	?	.	9	?
CC1CCCCN1C(=O)CSc1ccc(-c2ccc(F)cc2)nn1 (centres undefined)	-5%	5%	-7%	?	41	19*	4%
O=C(CCCN1C(=O)/C(=C\c2ccccc2)SC1=S)Nc1ccc(O)cc1	-25%	-4%	4%	3%	3	26*	?
CN(C)c1ccc2c3c(cccc13)C(=O)N(c1ccccc1)C2=O	.	-1%	.	80%[activator]	14	15	14%
COc1cccc(C(=O)NC(C)CCc2ccccc2)c1 (centres undefined)	8%	3%	-14%	?	10	-2	-2%
CCCCn1c(N)c(N(CC(C)C)C(=O)CN2C(=O)NC3(CC(C)CC(C)(C)C3)C2=O)c(=O)[nH]c1=O (centres undefined)	-10%	.	-7%	?	.	.	?
CCC(C)(C)NC(=O)C(c1ccco1)N(C(=O)CNC(=O)c1cccs1)c1cccnc1 (centres undefined)	2%	0%	19%	-22%	12	-3	15%
c1cncc(-c2nc3ccccn3c2Nc2ccc3c(c2)OCCO3)c1	-22%	10%	4%	-16%	16	24	.
COc1ccc(N(Cc2ccccc2)C(=O)c2ccccc2[N+](=O)[O-])cc1	-3%	5%	-5%	.	10	11	-3%
COC(=O)C1=CN(c2ccc(F)cc2)C=C(C(=O)OC)C1c1ccc([N+](=O)[O-])cc1	-13%	2%	1%	9.3µM*	-7	-2	7.4µM*
COc1ccc(N2CCN(CCCNS(=O)(=O)c3ccc4c(c3)oc(=O)n4C)CC2)cc1	-6%	10%	-5%	?	1	0	.
CN1C(=O)c2ccc(C(=O)NCc3ccco3)cc2C1=O	-14%	-7%	-5%	-2%	-8	4	11%
Cc1c(C)c2cc(Cl)c(OCC(=O)NCCCn3ccnc3)cc2oc1=O	20%	-2%	-6%	?	-9	-8	-4%
